Screening results: PubChem, National Center for Advancing Translational Sciences (NCATS)
PI4K2A inh – PI4K2A (human) kinase inhibition; purified PI4K2A, ADP-Glo luminescence, 1 h; stronger effect = lower value; activity change, negative = inhibition, % at 76.9 µM; hit rate 0.13% among 420,000; in the data active means activity change below about -50%;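 further: -100% = wells without enzyme as full effect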
Target sequence (Q9BTU6 whole entry, looked up): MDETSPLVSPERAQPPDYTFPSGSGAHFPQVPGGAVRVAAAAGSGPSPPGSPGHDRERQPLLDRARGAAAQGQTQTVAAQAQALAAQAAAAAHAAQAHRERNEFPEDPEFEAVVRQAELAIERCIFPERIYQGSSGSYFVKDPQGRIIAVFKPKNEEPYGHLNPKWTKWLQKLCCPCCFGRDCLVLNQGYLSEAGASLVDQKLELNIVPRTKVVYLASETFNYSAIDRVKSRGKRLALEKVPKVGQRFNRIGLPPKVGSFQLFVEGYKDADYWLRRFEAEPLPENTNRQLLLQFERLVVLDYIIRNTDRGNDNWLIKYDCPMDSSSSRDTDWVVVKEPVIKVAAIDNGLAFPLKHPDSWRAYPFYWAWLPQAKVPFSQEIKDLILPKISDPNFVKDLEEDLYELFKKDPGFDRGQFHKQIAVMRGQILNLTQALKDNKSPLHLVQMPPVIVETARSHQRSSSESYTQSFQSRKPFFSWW
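PI4K2A activity was measured by ADP-Glo luminescence: enzyme (4 ug/mL stock) and phosphatidylinositol (1.2 mM stock) in Tris pH 7.5/MgCl2/EGTA/Triton X-100 buffer were reacted with ATP (300 microM stock) for one hour at ambient temperature.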
The depositor's hits bear a star; i = inactive. The list is partial; rates above refer to the full screens.

SMILES	PI4K2A inh
CC1(C(=O)Nc2ccc3c(c2)OCO3)Cc2c(-c3cccc(C(N)=O)c3)ccnc2O1 (stereo unspecified)	7
O=C(C1CCN(c2cncnc2)CC1)N1CCOCC1	2
COc1ccc(CNC(=O)[C@H](Cc2ccccc2)NC(=O)CC[C@H]2O[C@@H](n3ccc(=O)[nH]c3=O)[C@H](O)[C@@H]2O)cc1	2
N#CCC[C@H]1CC[C@]2(CCCN(S(=O)(=O)c3ccccc3)C2)O1	2
O=C(Nc1ccccc1Cl)O[C@@H]1CC[C@@]23CCCN2C(=O)CCC[C@H]3C1	6
CCCN(C)C1CN(Cc2cn(Cc3cccc(C(F)(F)F)c3)nn2)S(=O)(=O)C1 (stereo unspecified)	-6
Cn1ccc2c(-c3cncc4ccccc34)cc3c(c21)C1CCC3C1 (stereo unspecified)	-2
CN1C(=O)C(c2cn(C)c3ccccc23)(c2cn(C)c3ccccc23)c2ccccc21	2
N#CCC[C@@H]1CC[C@]2(CCCN(C(=O)c3ccc4ccccc4n3)C2)O1	0
Cc1occc1CNc1ncnc2ccc(-c3ccc4c(c3)OCO4)cc12	-13
CCN(CC)c1ccc(C(=C2C=CC(=[N+](CC)CC)C=C2)c2cc(S(=O)(=O)O)ccc2S(=O)(=O)[O-])cc1	-51*
Cc1ccc(S(=O)(=O)N2C[C@H]3C(=O)C[C@@H](c4ccccc4C)N(S(=O)(=O)c4ccc(C)cc4)[C@H]3C[C@H]2c2ccccc2)cc1	0
COCCNC(=O)C1(C)CCCN(C(=O)c2ccc(OC)cc2OC)C1 (stereo unspecified)	1
CC(C)NC(=O)Nc1nnc([C@@H]2C[C@H](O)[C@@H](CO)O2)s1	4
CC(C)c1ccc(CC(=O)N2CCC2(C)C(=O)Nc2ccccc2)cc1 (stereo unspecified)	-9
OCC1OC(n2cnc3ncccc32)C(O)C1O (stereo unspecified)	-5
COC[C@@H]1CCCN1c1ccc2c(c1)O[C@H]1CCN(C1)S2(=O)=O	-2
COc1ccc(Cl)cc1C1=NOC2(CCC2)C(=O)N1Cc1cccc(C#N)c1	-4
Cc1ccccc1-c1cnc(C(O)c2ccc(F)cc2)[nH]1 (stereo unspecified)	-2
Cc1ccc(-n2c(SCC(=O)Nc3ccc4cn[nH]c4c3)nnc2-c2ccccc2)cc1	-3

Exported bar-delimited: part of the list above.
Molecule | PI4K2A inh
COCCNC(=O)C1(C)CCCN(C(=O)c2ccc(OC)cc2OC)C1 (stereo unspecified) | 1
CC(C)NC(=O)Nc1nnc([C@@H]2C[C@H](O)[C@@H](CO)O2)s1 | 4
CC(C)c1ccc(CC(=O)N2CCC2(C)C(=O)Nc2ccccc2)cc1 (stereo unspecified) | -9
OCC1OC(n2cnc3ncccc32)C(O)C1O (stereo unspecified) | -5
COC[C@@H]1CCCN1c1ccc2c(c1)O[C@H]1CCN(C1)S2(=O)=O | -2
COc1ccc(Cl)cc1C1=NOC2(CCC2)C(=O)N1Cc1cccc(C#N)c1 | -4
Cc1ccccc1-c1cnc(C(O)c2ccc(F)cc2)[nH]1 (stereo unspecified) | -2

Shown as a hit in PI4K2A inh, among the entries above:
SMILES	PI4K2A inh
CCN(CC)c1ccc(C(=C2C=CC(=[N+](CC)CC)C=C2)c2cc(S(=O)(=O)O)ccc2S(=O)(=O)[O-])cc1	-51*

(listing goes on)
SMILES	PI4K2A inh
Cc1ccccc1S(=O)(=O)NCC[C@@H]1CC[C@@H](NC(=O)C2CCCC2)[C@@H](CO)O1	-4
CC(C)COC(=O)N1CCCCC1c1cc(C(=O)Nc2ccccc2)no1 (stereo unspecified)	4
CCOC1=C2[C@H](c3ccccc3)N(S(=O)(=O)c3ccc(C)cc3)[C@H](C(C)C)[C@H]2n2c(=O)n(-c3ccccc3)c(=O)n2C1	-2
Cc1ccc2c(c1)-c1c(cnn1CC(=O)NCCc1ccc(Cl)cc1)CO2	0
S=C(Nc1ccccc1I)OC1CCC12CCC(c1ccccc1)CC2 (stereo unspecified)	-5
CCOC(=O)[C@@]12CCC3=C1N(CCC3)C(=O)[C@H](CC(=O)N1CCOCC1)C2	3
CCOC(=O)C(=O)N(C)c1c(CC)nc2c(OCCC3CCCCC3)cccn12	1
COCc1cccc(-c2csc(C(C)(O)c3cccc(OC)c3)n2)c1 (stereo unspecified)	0
COc1ccc(NC(=O)C2(C)CCN2C(=O)Cc2ccccc2)cc1OC (stereo unspecified)	-3
CC1(C)Oc2ccc(C(=O)NCCCN3CCCC3)cc2NC1=O	0
CCN1CCCCC(NC(=O)c2ccccc2OC)C1=O (stereo unspecified)	-1
CC1(C(=O)NS(=O)(=O)C2CC2)CCN(C(=O)c2ccc3c(c2)OCO3)C1 (stereo unspecified)	-3
CN1CCN(c2ccc(CNC(=O)C3(C)Cc4c(-c5ccc(C(N)=O)cc5)ccnc4O3)cc2)CC1 (stereo unspecified)	-3
COc1ccc(NC(=O)C2(C)Cc3c(-c4cccc(C(F)(F)F)c4)ccnc3O2)cn1 (stereo unspecified)	-1
COc1ccc(N2CCN(c3cc(C(=O)Nc4cc(OC)c(OC)c(OC)c4)ncn3)CC2)cc1OC	-2
CCCCn1nnnc1C1c2ccccc2OCC(=O)N1Cc1ccc2c(c1)OCO2 (stereo unspecified)	-1
CC(C)C[C@@H](CN1CCC[C@H]1CN1C(=O)C(=O)NC[C@@H]1Cc1ccccc1)N1C[C@H](Cc2ccccc2)N(CC2CCCCCC2)C(=O)C1=O	5
Cc1ccccc1S(=O)(=O)NC(=O)C1(C)CCN1C(=O)C1(c2ccccc2)CC1 (stereo unspecified)	5
COc1cccc(C(NC(C)=O)c2nc(-c3cccc(C(=O)O)c3)cs2)c1 (stereo unspecified)	-2
CCOC(=O)c1csc(NC(=O)C2CCCN(S(=O)(=O)c3ccc(Cl)s3)C2)n1 (stereo unspecified)	-3
O=C1NC[C@@H](CCCCN2C[C@H](Cc3ccc(O)cc3)N(CCC3CCCCC3)C(=O)C2=O)N(CCC2CCCCC2)C1=O	0
CC(=O)OCCCN1CCC2(CCC(c3ccccc3)CC2)C1=O (stereo unspecified)	3
COc1ccccc1CNc1nc(NCc2ccc(C)cc2C)c2sccc2n1	0
CCOC(=O)[C@@]12CN(C(=O)OC(C)(C)C)CC=C1N(Cc1ccc(OC)cc1)C(=O)[C@H]2CC(=O)N1CCOCC1	4
COc1ccc(NC(=O)c2cc(-c3cc(F)ccc3OC(C)C)n[nH]2)cc1OC	-9
O=C(Cn1nc(-c2ccccc2)ccc1=O)NCCc1ccccc1F	-8
C=Cc1ccc(Cn2c(C)c(C(=O)NCc3ccc4c(c3)OCCO4)sc2=O)cc1	4
COCCNC(=O)C1(C)CCCN(C(=O)c2ccccc2)C1 (stereo unspecified)	-2
OC[C@@H]1CN(Cc2ccc(-c3ccccc3)cc2)C[C@H](n2cnc3c(Nc4ccccc4)ncnc32)O1	1
COc1ccc(CCN2C(=O)COc3ccccc3C2C(=O)Nc2c(C)cccc2C)cc1OC (stereo unspecified)	6
O=C(Nc1ccccc1F)c1ccc2sc([C@@H]3O[C@H](CO)[C@H](O)[C@H](O)[C@H]3O)nc2c1	-2
CC(O)(c1ccc(F)c(F)c1)c1nc(-c2cnc3ccccc3c2)cs1 (stereo unspecified)	-2
CCn1cc(C(=O)O)c(=O)c2cnc(N3CCCC3)nc21	i
CC(=NNC(=O)CSc1nnc(-c2ccccc2)n1-c1ccccc1)c1cccc([N+](=O)[O-])c1	-4
Cc1cc(NC(=O)c2ccc3sc([C@@H]4O[C@H](CO)[C@H](O)[C@H](O)[C@H]4O)nc3c2)no1	4
CC(/C=N/NC(=O)CSc1nnc(SCc2ccc(C)cc2)s1)=C\c1ccco1	-4
COc1ccc(-c2cc(C(=O)NCc3ccc(F)cc3)[nH]n2)c(C)c1	-7
CC1(C(=O)NS(=O)(=O)c2cccc(OC(F)F)c2)CCN1C(=O)Cc1ccsc1 (stereo unspecified)	-1
CS(=O)(=O)N1CCCCC1c1cc(C(=O)NCc2ccc(F)cc2)no1 (stereo unspecified)	6
CCCCC(=O)N(C)c1c(C)nc2ccc(C(=O)Nc3cccc(NS(C)(=O)=O)c3)cn12	-4
OC[C@@H]1CN(Cc2cccc(C(F)(F)F)c2)C[C@H](n2cnc3c(NCc4ccco4)ncnc32)O1	2
Cc1ccc(N2CCN(C(CCc3ccccc3)C(=O)Nc3c(C)cccc3C)CC2)cc1 (stereo unspecified)	0
CCOC(=O)C(=O)N(C)c1c(CC)nc2c(OCc3ccccc3OC)cccn12	1
CC(C)(C)OC(=O)N1CCC(N[C@@H](Cc2ccccc2)C(=O)NCCc2c[nH]c3ccccc23)(C(=O)NC2CCCCC2)CC1	-1
Cc1ccc(NC(=O)Cc2ccc(F)cc2)c(S(=O)(=O)N2CCOCC2)c1	4
Cc1c(C(=O)N2CCCC2(C)C(=O)NCC(C)C)oc2ccccc12 (stereo unspecified)	1
CC1(C(=O)NS(=O)(=O)c2ccc(F)cc2F)CCN1C(=O)CCc1ccc(Cl)cc1Cl (stereo unspecified)	-1
CCn1nccc1NC(=O)c1csc([C@H]2C[C@H](O)[C@@H](CO)O2)n1	-5
CCOc1ccc(NC(=O)CSc2nnc(-c3n[nH]c4c3CCC4)n2N)cc1	-1
CC(C)CN1C(=O)[C@]2(CC(=O)N(C)C2c2ccccc2)c2cc(-n3cc(-c4ccccc4)nn3)ccc21 (stereo partly specified)	-5
O=C(CSc1nnc(-c2cccnc2)n1Cc1ccco1)Nc1ccc(Cl)cc1	-1
CCCCCCCCCCCCCCCCO	1
CC(C)C[C@@H](CN1CCCC1CN1C(=S)NC[C@@H]1Cc1ccccc1)N1C[C@H](Cc2ccccc2)N(CCc2ccccc2)C1=S (stereo partly specified)	-6
Cc1cccnc1C(NC(=O)C1CCN(Cc2ccc3ccccc3n2)CC1)c1ccc(Cl)cc1 (stereo unspecified)	-6
CCN(CC)C(=O)CC[C@H]1CC[C@]2(CCCN(C(=O)c3cccnc3)C2)O1	1
CCOC(=O)C1=CCN(S(=O)(=O)c2ccc(C)cc2)[C@H]1c1ccccc1Cl	0
O=C(Nc1ccc2c(c1)OCCO2)C(c1ccnc2ccccc12)N1CCN(c2ccc(F)cc2)CC1 (stereo unspecified)	-2
C=CCCC(=O)N[C@H]1CC[C@@]23CCCN2C(=O)CCC[C@H]3[C@H]1CCC	-4
COc1ccc([C@@H]2C[C@H]3[C@@H](CN2S(=O)(=O)c2ccccc2)C(=O)C[C@@H](c2ccc(OC)cc2)N3S(=O)(=O)c2ccccc2)cc1	-3
CC1(C(=O)NCC2CCOCC2)Cc2c(-c3cccc(C(N)=O)c3)ccnc2O1 (stereo unspecified)	7

A different layout for 3 compounds above.
CCCCCCCCCCCCCCCCO
  PI4K2A inh: 1

CC(C)C[C@@H](CN1CCCC1CN1C(=S)NC[C@@H]1Cc1ccccc1)N1C[C@H](Cc2ccccc2)N(CCc2ccccc2)C1=S (stereo partly specified)
  PI4K2A inh: -6

Cc1cccnc1C(NC(=O)C1CCN(Cc2ccc3ccccc3n2)CC1)c1ccc(Cl)cc1 (stereo unspecified)
  PI4K2A inh: -6

The listing picks up with the 2 entries that preceded the break.
SMILES	PI4K2A inh
COc1ccc([C@@H]2C[C@H]3[C@@H](CN2S(=O)(=O)c2ccccc2)C(=O)C[C@@H](c2ccc(OC)cc2)N3S(=O)(=O)c2ccccc2)cc1	-3
CC1(C(=O)NCC2CCOCC2)Cc2c(-c3cccc(C(N)=O)c3)ccnc2O1 (stereo unspecified)	7
COc1ccc(NC(=O)c2cc(-c3sc(NC(=O)c4ccccc4)nc3C)n(-c3ccc(Br)cc3)n2)cc1	-6
COc1cc(Cl)ccc1OC1(C)CCN(Cc2c(F)cccc2F)C1 (stereo unspecified)	1
COc1ccc(CCCNC(=O)C2Cc3c(-c4cccc(C(C)=O)c4)ccnc3O2)cc1 (stereo unspecified)	-2
CCCNC(=O)C1(C)CCCN(C(=O)Cc2cccc(OC)c2)C1 (stereo unspecified)	-7
CCCCOCCCNC(=O)C[C@@H]1C[C@@]2(C(=O)OC)CC(C)(C)CC=C2N(Cc2ccc3c(c2)OCO3)C1=O	8
COC(=O)c1ccc2nc(C3CCCCC3)c(Cc3ccccc3)n2c1	-8
CCc1nc2c(OCc3ccc(C(F)(F)F)cc3)cccn2c1N(C)C(=O)c1ccncc1	2
CC(=O)Nc1cccc(-c2ccnc3c2CC(C)(C(=O)Nc2cccc(NS(C)(=O)=O)c2)O3)c1 (stereo unspecified)	-4
OCCNc1ncnc2c1ncn2[C@H]1CN(Cc2ccco2)C[C@@H](CO)O1	3
O=S1(=O)CC(N2CCN(CCO)CC2)CN1CCc1ccccc1 (stereo unspecified)	0
COc1ccc(N2CCN(C3C(=O)Nc4ccccc4-n4nnnc43)CC2)cc1 (stereo unspecified)	-3
CCCC[C@H]1C2CC(OC(=O)NCc3ccccc3)C(C2)[C@H]2CCCCN21 (stereo partly specified)	13
CCc1nc2ccc(C(=O)N3CCN(C(=O)c4ccco4)CC3)cn2c1N(C)C(=O)c1cccc(OC)c1	-14
CC(C)OC(=O)c1cc2c(OCC(O)CNC(C)(C)C)cccc2[nH]1 (stereo unspecified)	1
CCOC(=O)[C@]12CCC=C1N(Cc1ccc3c(c1)OCO3)C(=O)[C@H](CC(=O)N1CCN(C(=O)c3ccco3)CC1)C2	-2
CC(C)c1ccccc1NC(=O)Nc1nc(C(N)Cc2ccc(C(F)(F)F)cc2)cs1 (stereo unspecified)	-6
c1ccc2[nH]ccc2c1	-1
CC(C)C[C@H]1CN(CCCC[C@H]2CNC(=O)C(=O)N2CC2CCCCC2)C(=O)C(=O)N1CCc1ccc(O)cc1	6
O=C(Nc1ccncc1)c1cc(C2CCCCN2C(=O)CCc2ccccc2)on1 (stereo unspecified)	0
COC(=O)C1(C(=O)OC)C[C@H](/C=C/c2ccccc2)N(Cc2ccccc2OC)[C@@H]1c1ccccc1	2
COC(=O)c1cc(-c2cccc(C#N)c2)c(=O)n2c1CCC2	-2
CCOc1cccc(-c2nnc3n2N=C(c2ccc(OC)cc2)CS3)c1	-3
CC(=O)NC(c1cccc(F)c1)c1nc(/C=C/c2ccccc2)cs1 (stereo unspecified)	-1
